M1 antag – blocks human M1 muscarinic receptor; P11229; inhibition, % at 3 µM; CHO-K1 hM1, Fluo-8 calcium fluorescence, ACh EC80 antagonist; 360,000 tested, 1.3% active;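 active means percent inhibition above its own plate's cutoff, namely the mean of that plate's compound wells plus 3 SD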;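 further: peak over basal fluorescence ratio during 140 s after agonist addition; 0% = ACh EC80 plus DMSO and 100% = DMSO alone without agonist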
Target sequence (P11229 whole entry, looked up): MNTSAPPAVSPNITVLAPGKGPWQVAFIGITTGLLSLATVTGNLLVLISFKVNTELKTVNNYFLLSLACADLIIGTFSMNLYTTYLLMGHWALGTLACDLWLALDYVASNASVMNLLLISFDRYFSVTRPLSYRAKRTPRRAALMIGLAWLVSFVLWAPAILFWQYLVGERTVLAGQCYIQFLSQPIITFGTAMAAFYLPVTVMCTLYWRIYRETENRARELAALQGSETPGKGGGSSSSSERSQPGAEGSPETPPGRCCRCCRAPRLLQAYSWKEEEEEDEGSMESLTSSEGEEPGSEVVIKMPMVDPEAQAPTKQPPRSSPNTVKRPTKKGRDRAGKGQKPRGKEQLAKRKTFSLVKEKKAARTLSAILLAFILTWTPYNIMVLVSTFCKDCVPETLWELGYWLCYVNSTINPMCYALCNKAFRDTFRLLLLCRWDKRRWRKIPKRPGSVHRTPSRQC
OXTR agonist – activates the human oxytocin receptor; CHO-OTR cells, Fluo-8 calcium fluorescence; normalized: DMSO 0%, oxytocin 100%; 320,000 tested, 0.32% active; AID 2435; activation, % at 3 µM;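 active means activation above the mean of all tested compounds plus 3 SD, cutoff set per screening run, cut at about 20% in these data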;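 further: peak over basal fluorescence ratio from a 100 s FLIPR kinetic read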
CHRM1 agonist – activates human CHRM1 receptor; P11229; CHO-K1 hM1, Fluo-8 calcium fluorescence, agonist mode; 0% DMSO, 100% acetylcholine EC100; activation, % at 3 µM; 360,000 tested, 0.33% active;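 active means activation above the run's mean compound activation plus 3 SD, cut at about 16% in these data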;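 further: peak over basal fluorescence ratio within a 140 s kinetic read after compound addition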
V1aR counter – V1a receptor agonism, counter-screen for OXTR agonists. activation, % at 3 µM. P37288. 320,000 tested, 0.25% active. CHO-V1R cells, Fluo-8 calcium fluorescence, agonist mode; 0% DMSO, 100% 3 nM vasopressin. AID 2797;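 active means activation above the mean activation of all tested compounds plus 3 SD, per screening run, cut at about 20% in these data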;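 further: signal is peak over basal fluorescence ratio across a 100 second FLIPR read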
Target sequence (P37288 whole entry, looked up): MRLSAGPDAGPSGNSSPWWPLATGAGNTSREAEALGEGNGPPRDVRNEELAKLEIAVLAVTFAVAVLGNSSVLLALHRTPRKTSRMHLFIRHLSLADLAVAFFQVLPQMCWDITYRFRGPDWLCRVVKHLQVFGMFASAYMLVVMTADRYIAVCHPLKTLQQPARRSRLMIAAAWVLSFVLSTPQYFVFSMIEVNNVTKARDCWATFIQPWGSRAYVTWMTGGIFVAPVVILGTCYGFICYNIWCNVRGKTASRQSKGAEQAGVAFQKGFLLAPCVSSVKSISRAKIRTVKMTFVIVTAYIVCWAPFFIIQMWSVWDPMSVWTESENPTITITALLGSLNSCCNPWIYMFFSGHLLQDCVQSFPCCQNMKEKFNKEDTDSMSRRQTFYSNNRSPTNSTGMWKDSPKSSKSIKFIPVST
CHO parental Ca – counter-screen: ATP calcium response change in parental CHO cells; parental CHO-K1, ATP-induced calcium, Fluo-8 fluorescence; inhibition, % at 5.6 µM; 330,000 tested, 0.63% active; AID 463079;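 active means inhibition above that plate's mean sample inhibition plus 3 SD, cut at about 26% in these data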;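 further: 0% = ATP-challenged DMSO wells and 100% = DMSO wells without ATP; some compounds past the cut are filed as inactive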
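Assay system: parental CHO cells; Read-out basis: percent inhibition of ATP-evoked calcium rise, normalized to controls; Benchmarks: ATP and no-ATP DMSO wells; Compound dosing: single nominal dose of 5.6 µM per compound; Signal: Fluo-8 calcium dye fluorescence; Also added: ATP as calcium-mobilizing challenge; Repeats: singlicate.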
TAAR1 antag – human TAAR1 antagonism. 360,000 tested, 1.5% active. inhibition, % at 3 µM. Q96RJ0. CHO RD-HGA16 TAAR1, Fluo-8 calcium fluorescence, antagonist;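 active means inhibition above a per-plate cutoff, the mean inhibition of test compounds on that plate plus 3 SD, cut at about 49% in these data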;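 further: 0% = DMSO plus EC80 beta-PEA response and 100% = DMSO alone without agonist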
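Test system: RD-HGA16 CHO cells with stable hTAAR1 and Gα16 / Probe or stimulus: EC80 β-phenethylamine stimulus / Times: seeding 17-24 h prior, 75-min 37 °C, 30-min RT dye loading / Detection: Fluo-8 calcium-sensitive fluorescence / Read-out basis: % inhibition scaled between DMSO and EC80 PEA controls / Repeats: singlicate, one well per test compound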
OXTR potentiate – potentiates the human oxytocin receptor response; CHO-OTR cells, Fluo-8 calcium fluorescence, potentiator mode; 0% = oxytocin EC15, 100% = EC100; activation, % at 3 µM; 320,000 tested, 0.061% active; P30559;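 active means activation above that plate's cutoff, the mean activation of tested compounds plus 3 SD, cut at about 6.6% in these data, passing the limit was not always enough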;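 further: 100% uses oxytocin at 75 nM as the full agonist control; some results filed as inactive read as strong as hits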
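test system = CHO-OTR cells, human receptor | compound = single-point 3.0 µM | schedule = 6 min compound pre-incubation at room temperature, 100 s kinetic read | signal = Fluo-8 no-wash calcium dye fluorescence, excitation 470-495 nm, emission 515-575 nm | repeats = single well per compound, singlicate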
TAAR1 ag – agonists of human TAAR1; Q96RJ0; CHO RD-HGA16 TAAR1, Fluo-8 calcium fluorescence; vehicle wells 0%, saturating PEA agonist 100%; activation, % at 3 µM; 360,000 tested, 0.99% active;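 active means activation above the mean activation of all test compounds in the run plus 3 SD, cut at about 38% in these data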
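Benchmarks: low control DMSO, high control PEA (EC100); System: CHO RD-HGA16 cells carrying human TAAR1 plus Gα16; Detection: Fluo-8 fluorescence, 5 s baseline then 140 s kinetic read; Schedule: 17-24 h plating, Fluo-8 75 min 37 °C, 30 min RT; Read-out basis: % activation from peak over basal fluorescence ratio, DMSO-to-PEA scaled.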
CHRM1 PAM – potentiates human M1 receptor response to acetylcholine | AID 588819 | CHO-K1 hM1, Fluo-8 calcium fluorescence, ACh EC20; 0% = ACh EC20, 100% = maximal ACh | P11229 | 360,000 tested, 0.088% active | activation, % at 3 µM; in the data active means activation above about 19%, passing the limit was not always enough
Active calls of the source: *; x = not tested or not shown.

cpd	Molecule	TAAR1 antag	TAAR1 ag	M1 antag	CHRM1 agonist	CHO parental Ca	CHRM1 PAM	OXTR potentiate	OXTR agonist	V1aR counter
1	O=C1[C@@H]2C(c3ccc(F)cc3)=NO[C@@H]2C(=O)N1Cc1ccccc1	-29	0	-7	-6	-25	8	-5	-1.3	-0.6
2	COc1cc(C(=O)N2c3ccccc3CC2C)cc(OC)c1OC (configuration not stated)	-9	4	-20	-4	1	5	-8	-2.1	-0.4
3	COC(=O)C1=C(C)N(c2ccccc2)C(=S)NC1c1ccccc1C(F)(F)F (configuration not stated)	5	0	-2	-12	-17	-8	-8	-1.1	-1.3
4	COc1ccc(Cl)cc1NC(=O)CN(C1CCCCC1)S(C)(=O)=O	-7	1	6	-2	-15	-1	-1	-0.9	-0.5
5	O=C(CSc1ncccn1)NCc1ccc(F)cc1	-6	3	1	-3	-9	3	-6	0.6	-0.9
6	O=C(CSc1nnc(-c2ccncc2)n1Cc1ccco1)Nc1ccccc1F	-40	2	4	-2	-4	1	-6	-0.7	-2.1
7	CCCN(CC(=O)Nc1cccc(Br)c1)CC(=O)Nc1ccc(F)c(F)c1F	16	3	5	-9	-16	0	-8	-0.5	0.9
8	Cc1cc(C)cc(C(=O)OCC(=O)NCc2cccs2)c1	-12	1	-15	-9	-8	18	-7	-2.1	-1.4
9	CCCCCSc1nnc(-c2cc(Br)ccc2N)c(=O)[nH]1	-9	3	-9	1	-4	8	-16	1.6	0.9
10	O=C1CSC(c2ccc(F)cc2)N1c1ccccc1F (configuration not stated)	1	2	-3	-9	-3	2	-1	-1.1	-0.7
11	COc1cc(NC(=O)c2cc(Br)cc(C)c2OC)ccc1NC(=O)C(C)C	-2	4	0	-3	-16	3	-4	-2.3	-0.8
12	O=C1NC2(CCCCC2)C(=O)N1/N=C/c1ccc(O)cc1O	-4	0	3	-2	0	-6	-2	0.6	-0.3

5 entries drawn at random from those above, as already listed:
cpd	Molecule	TAAR1 antag	TAAR1 ag	M1 antag	CHRM1 agonist	CHO parental Ca	CHRM1 PAM	OXTR potentiate	OXTR agonist	V1aR counter
11	COc1cc(NC(=O)c2cc(Br)cc(C)c2OC)ccc1NC(=O)C(C)C	-2	4	0	-3	-16	3	-4	-2.3	-0.8
9	CCCCCSc1nnc(-c2cc(Br)ccc2N)c(=O)[nH]1	-9	3	-9	1	-4	8	-16	1.6	0.9
3	COC(=O)C1=C(C)N(c2ccccc2)C(=S)NC1c1ccccc1C(F)(F)F (configuration not stated)	5	0	-2	-12	-17	-8	-8	-1.1	-1.3
5	O=C(CSc1ncccn1)NCc1ccc(F)cc1	-6	3	1	-3	-9	3	-6	0.6	-0.9
4	COc1ccc(Cl)cc1NC(=O)CN(C1CCCCC1)S(C)(=O)=O	-7	1	6	-2	-15	-1	-1	-0.9	-0.5

Next section:
cpd	Molecule	TAAR1 antag	TAAR1 ag	M1 antag	CHRM1 agonist	CHO parental Ca	CHRM1 PAM	OXTR potentiate	OXTR agonist	V1aR counter
13	Cc1nc2nc(SCc3nc4ccccc4[nH]3)[nH]c2cc1Br	-6	8	-6	-6	-20	5	0	2.6	1.9
14	CC(C)(C)c1nc(N)nc(=O)[nH]1	-4	4	-3	-1	0	12	-1	0.7	1.3
15	O=C(c1cccnc1)N1CCC(Oc2ccc(C(=O)N3CCCC(O)C3)cc2)CC1 (configuration not stated)	-1	11	-2	-5	2	1	-8	-0.3	-0.2
16	O=C1CCN(Cc2ccccc2)C=C1c1cccc(O)c1	-21	3	-14	0	3	12	0	3.9	2.5
17	CCOC(=O)C1CCCN(C(=O)COc2ccc(C(=O)c3ccccc3)cc2)C1 (configuration not stated)	-10	2	-4	0	x	1	x	x	x
18	CCc1nc2c(c(=O)c3ccccc3n2C)c(=O)n1C1CCCCCC1	-3	66*	17	1	-8	-21	-18	47*	88*
19	COc1ccc2nc3n(c(=O)c2c1)-c1ncccc1C(=O)NC3C (configuration not stated)	-22	1	-10	-4	x	5	x	x	x
20	N#CCNC1CC(=O)N(c2ccc(F)cc2)C1=O (configuration not stated)	15	2	24	-3	-10	-10	3	0.3	0.8
21	Cc1ccc(C(=O)COc2cc(C)nc3nncn23)cc1	-54	6	-8	-3	-5	2	-3	0.0	1.3
22	COc1ccc(CN(C)CC(=O)Nc2cccc(S(=O)(=O)N(C)c3ccccc3)c2)c(OC)c1	37	8	6	-6	-13	-5	-7	0.1	1.8
23	CCOCCn1c(CN2CCOCC2)nc2c1c(=O)[nH]c(=O)n2C	-4	1	-4	-2	-7	3	-4	-0.6	1.6
24	O=C(c1ccco1)N1CCN=C1SCc1c(F)cccc1Cl	-7	13	-15	4	-5	11	-11	-1.3	-0.5

Entries listed above shown as hits in TAAR1 ag:
No. | molecule | TAAR1 ag | M1 antag | CHRM1 agonist | CHRM1 PAM | OXTR potentiate
18 | CCc1nc2c(c(=O)c3ccccc3n2C)c(=O)n1C1CCCCCC1 | 66* | 17 | 1 | -21 | -18

The list goes on.
cpd	Molecule	TAAR1 antag	TAAR1 ag	M1 antag	CHRM1 agonist	CHO parental Ca	CHRM1 PAM	OXTR potentiate	OXTR agonist	V1aR counter
25	CCC1(c2ccc(F)cc2)NC(=O)N(CC(=O)NCc2ccccc2Cl)C1=O (configuration not stated)	-9	11	-11	-4	-21	6	-9	-1.0	2.1
26	O=C(COc1ccc(Cl)cc1)NNC(=O)c1ccccn1	-11	10	-17	-1	3	-7	-12	0.1	0.5
27	Cc1cc(Cl)c2oc(C(=O)N(C)C(C)c3ccccn3)c(C)c2c1 (configuration not stated)	3	2	-5	-4	-26	3	-4	-1.9	-0.3
28	Cc1cc(OCC(=O)NCCCN(C)C)cc(C)c1Br	3	2	4	-5	-13	-2	-12	0.9	0.5
29	COc1ccc(C(=O)N(C)C2CCCCC2)cc1OC1CCN(C(C)C)CC1	-19	1	-12	-6	-12	6	-14	-0.2	-0.6
30	OC(COc1ccc(Br)cc1)Cn1ccnc1 (configuration not stated)	-12	3	-8	-5	-14	8	-11	0.3	-0.5
31	CCOc1ccc(NC(=O)CSc2ccc3nnc(-c4cccnc4)n3n2)cc1	-13	-1	6	-3	-9	-2	-4	-0.9	-0.6
32	Clc1ccc(OCCSCc2nc3ccccc3[nH]2)cc1	9	0	10	1	3	-5	-10	3.2	3.9
33	O=C(NCc1ccccn1)c1cnc2sccn2c1=O	-2	5	-23	-3	5	8	-10	0.1	-0.3
34	NC(=O)CSC1=Nc2ccccc2C2=NC(c3ccccc3)C(=O)N12 (configuration not stated)	5	4	2	-2	1	0	-13	-0.2	-0.3
35	Cc1ccc(CSc2ccc(C(=O)N3CCOCC3)cc2[N+](=O)[O-])cc1	-26	3	2	-4	-13	2	-7	3.5	4.1
36	CCOC(=O)C1=C(c2ccccc2)N=c2s/c(=C\c3cc(OC)c(OC)c(OC)c3)c(=O)n2C1c1cccs1 (configuration not stated)	18	2	-2	-1	-22	10	-8	0.6	1.5

The results go on.
cpd	Molecule	TAAR1 antag	TAAR1 ag	M1 antag	CHRM1 agonist	CHO parental Ca	CHRM1 PAM	OXTR potentiate	OXTR agonist	V1aR counter
37	Cc1cc2ccccn2c1C(=O)c1ccc(Cl)cc1	-2	2	11	-9	-37	-8	-1	-1.8	-1.9
38	Cc1c(C(=O)NC(C)c2ccc(-n3ccnc3)cc2)cccc1[N+](=O)[O-] (configuration not stated)	-12	4	-7	-5	-5	4	-10	-0.2	0.2
39	O=C(Nc1ccc(-c2csc(Nc3ccc(Cl)cc3)n2)cc1)c1cccc(C(F)(F)F)c1	18	-1	x	x	-7	x	-13	-1.1	0.3
40	CCSc1nc2cc(S(=O)(=O)N3CCOCC3)ccc2o1	-21	10	0	-2	-2	2	2	-0.6	1.6
41	Cc1cccc2c3nc4ccccc4nc3n(C)c12	-1	0	-16	-7	-12	11	9	-1.8	-1.4
42	Cc1cc2nc(/C(C#N)=C\c3ccc(-c4ccccc4C(=O)O)o3)[nH]c2cc1C	6	6	-3	-1	2	2	-5	7.1	8.6
43	CC1CCCN(C(=O)CN2C(=O)c3ccccc3S2(=O)=O)C1 (configuration not stated)	4	17	10	-3	2	-2	-8	1.1	0.9
44	O=C1CC(c2ccc3ccccc3c2)NN1 (configuration not stated)	15	5	-5	-3	5	8	-4	0.5	0.6
45	COc1cccc(-c2sc3ccc(OC)cc3c2-c2ccc(OCCN3CCCCC3)cc2)c1	x	x	5	-1	15	3	x	x	x
46	CCOc1cc(C(=O)N2CCC(CC3CC(c4ccccc4)=NO3)(C(=O)NCc3ccc(OC)cc3)CC2)cc(OCC)c1OCC (configuration not stated)	24	12	6	-3	-31	-3	-5	-1.0	2.2
47	Cc1ccc(SC(CC(=O)c2ccc(C(C)(C)C)cc2)C(=O)O)cc1 (configuration not stated)	8	-1	10	-9	3	-6	-18	0.2	0.1
48	CCOC(=O)c1cccc(Nc2nc(C)cc(C)n2)c1	-20	9	-31	-6	-7	-1	-10	-2.8	-1.2

New compounds follow
cpd	Molecule	TAAR1 antag	TAAR1 ag	M1 antag	CHRM1 agonist	CHO parental Ca	CHRM1 PAM	OXTR potentiate	OXTR agonist	V1aR counter
49	O=C1CN(S(=O)(=O)c2cccc(Cl)c2Cl)c2ccccc2N1	-4	0	-3	-4	-13	7	-4	1.8	1.9
50	CCCC(=O)Nc1sc(C)c(-c2ccc(C(C)CC)cc2)c1C#N (configuration not stated)	x	x	-12	-4	-7	7	-8	0.7	1.0
51	Cc1cccc(C)c1NC(=O)CN1CCN(c2ccc(F)cc2)CC1	-4	4	-25	1	x	4	x	x	x
52	Cc1cccc(CC(=O)NCCN2CCCCC2)c1	-21	0	-4	-9	0	1	-7	0.4	0.7
53	Cc1ccc(S(=O)(=O)Nc2ccccc2F)cc1C(=O)NNC(=O)c1ccccc1O	-9	9	-8	-3	-9	7	-3	0.3	0.1
54	COc1ccc(-n2c(=O)c3c4c(sc3n3c(=S)[nH]nc23)CCCC4)cc1	-11	0	-11	-1	9	14	-1	1.0	-0.3
55	COc1cccc(-c2c(C#N)c(N)nc3c2c(C)nn3-c2ccccc2)c1O	8	1	9	-2	-10	4	-13	1.1	2.4

Source: PubChem BioAssay (The Scripps Research Institute Molecular Screening Center)
